Screens deposited in PubChem BioAssay by several laboratories.
EP2 modulator – EP2 receptor (human) modulation; P43116; EP2-expressing cells, cAMP HTRF FRET, PGE2 co-stimulation; induction, % at 25 µM; hit rate 0.83% among 260,000;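 active = compounds whose cAMP rise, as percent of the full-agonist control response, exceeds 60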;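 note: rat C6 glioma line stably carrying human EP2 under a CMV promoter; the protocol text gives 20 µM as final concentration; 100% = response of wells given 1 µM PGE2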
Hck-Nef inh – human Hck-Nef kinase inhibition | inhibition, % at 20 µM | Recombinant Hck-YEEI plus Nef, Z-Lyte FRET kinase assay | hit rate 0.68% among 220,000 | P08631;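 active = Hck-Nef kinase inhibition above about 50%, limit read from the data; inactive = inhibition below that limit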;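 note: 0% = DMSO with Hck plus Nef and 100% = Hck alone without Nef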
TNF death inh – TNF-alpha cell death inhibition in Jurkat FADD-/- cells | Jurkat FADD-/- TNF necroptosis rescue, ATP luminescence, 24 h; 0 = TNF only, 100 = no-TNF cells | activation (protection from cell death), % at 10 µM | hit rate 0.068% among 220,000 | AID 463075;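 active = activation, meaning protection from cell death, of at least 50% relative to plate controls; inactive = activation below 50%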;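 note: necroptosis triggered by 40 ng/mL TNF-alpha added together with compound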
L929 necroptosis – blocks zVAD induced death of L929 cells; AID 1377; L929 zVAD necroptosis rescue, ATP luminescence, 24 h; with zVAD 60 µM; viability rescue, % at 10 µM; hit rate 0.38% among 220,000;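 active = activation, scaled between plate controls, above about 75%, limit read from the data; inactive = activation under that limit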;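 note: 0% = zVAD with DMSO and 100% = DMSO alone without zVAD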
PGE2 EP2 inh – inhibitors of human EP2 prostaglandin E2 receptor | C6 glioma cells expressing human EP2, cAMP TR-FRET; cells stimulated with saturating PGE2 | P43116 | inhibition, % at 25 µM | hit rate 0.52% among 260,000;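 active = percent inhibition above 40 after rounding to a whole number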;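 note: rat C6 glioma host cells with rolipram phosphodiesterase inhibitor present; the protocol text gives 20 µM as final concentration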
PERK inhibitor – blocks human PERK kinase; Q9NZJ5; CHO PERK-DD fusion, SEAP luminescence translation reporter; inhibition, % at 5.6 µM; hit rate 0.17% among 220,000;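 active = inhibition above the mean inhibition of all tested compounds plus 3 SD, set separately per screening campaign, cut at about 2.9% in these data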;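 note: PERK kinase domain activated by AP20187 dimerizer at 100 nM; 0% = DMSO with dimerizer and 100% = rapamycin at 8.4 µM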
Target sequence (Q9NZJ5 whole entry, looked up, the tested form may be a part): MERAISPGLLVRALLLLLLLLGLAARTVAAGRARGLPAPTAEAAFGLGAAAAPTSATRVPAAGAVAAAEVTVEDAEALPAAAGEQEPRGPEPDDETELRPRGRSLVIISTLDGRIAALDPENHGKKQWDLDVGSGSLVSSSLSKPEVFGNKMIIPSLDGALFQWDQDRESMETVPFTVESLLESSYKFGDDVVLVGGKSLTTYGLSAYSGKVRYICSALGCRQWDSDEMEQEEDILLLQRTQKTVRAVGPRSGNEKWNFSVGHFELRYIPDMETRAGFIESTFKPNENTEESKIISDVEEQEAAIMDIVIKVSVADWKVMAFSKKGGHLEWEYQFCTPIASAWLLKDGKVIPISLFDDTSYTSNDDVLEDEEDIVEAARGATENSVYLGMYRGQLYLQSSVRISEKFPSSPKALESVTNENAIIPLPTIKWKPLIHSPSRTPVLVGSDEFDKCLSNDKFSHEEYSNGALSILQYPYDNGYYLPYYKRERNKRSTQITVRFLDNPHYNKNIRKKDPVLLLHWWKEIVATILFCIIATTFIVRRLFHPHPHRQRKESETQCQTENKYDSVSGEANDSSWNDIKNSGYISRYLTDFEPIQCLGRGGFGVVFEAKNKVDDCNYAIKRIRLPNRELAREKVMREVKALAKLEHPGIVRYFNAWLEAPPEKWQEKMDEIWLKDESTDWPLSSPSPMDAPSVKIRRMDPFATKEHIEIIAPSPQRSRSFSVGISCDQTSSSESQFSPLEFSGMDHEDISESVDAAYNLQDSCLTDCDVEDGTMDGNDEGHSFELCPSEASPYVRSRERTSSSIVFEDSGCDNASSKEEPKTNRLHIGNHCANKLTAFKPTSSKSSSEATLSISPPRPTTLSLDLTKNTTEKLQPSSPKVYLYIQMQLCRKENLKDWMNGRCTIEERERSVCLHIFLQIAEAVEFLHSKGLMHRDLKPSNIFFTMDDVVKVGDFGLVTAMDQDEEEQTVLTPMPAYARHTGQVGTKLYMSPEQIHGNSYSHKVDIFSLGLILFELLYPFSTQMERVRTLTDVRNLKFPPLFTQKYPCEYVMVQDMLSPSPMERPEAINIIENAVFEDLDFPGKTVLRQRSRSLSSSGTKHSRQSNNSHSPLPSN
Runt-SMMHC FRET – blocks binding of human RUNX1 Runt domain to CBFb-SMMHC; AID 1434; hit rate 0.74% among 220,000; Cerulean-Runt/Venus-CBFb-SMMHC FRET ratio 530/480, 1 h; inhibition, % at 20 µM;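 active = mean inhibition across duplicate retests at 20 µM reaching about 50%, limit read from the data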;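 note: 0% = DMSO wells and 100% = wells with excess untagged CBFb-SMMHC; inhibitors lower the FRET ratio by blocking Runt binding to CBFb-SMMHC; some results filed as inactive read as strong as hits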
RBBP9 inh – blocks human serine hydrolase RBBP9 | hit rate 0.2% among 220,000 | recombinant RBBP9, FP-Rh probe fluorescence polarization | O75884 | inhibition, % at 7.94 µM;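 active = inhibition above the campaign mean of all tested compounds plus 3 SD, cut at about 14% in these data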;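 note: plate controls were DMSO wells with RBBP9 for no effect and wells lacking RBBP9 protein for full effect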
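system = RBBP9 protein | input = RBBP9 at 2.5 µM in dispensed solution, before mixing | measured by = fluorescence polarization (mP), excitation 525 nm, emission 598 nm | incubation = enzyme-compound preincubation 30 min, then probe labeling 45 min, 25 °C | buffer or medium = Tris-NaCl-Pluronic buffer, pH 8.0 | compound = single dose 7.94 µM | also added = FP-Rh probe, 375 nM dispensing solution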
Runt-CBFb FRET – inhibitors of human RUNX1 Runt domain binding to CBFb; hit rate 0.46% among 220,000; Q01196+Q13951; Cerulean-Runt/Venus-CBFb FRET ratio 530/480, 1 h; inhibition, % at 20 µM;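 active = inhibition over about 50% at 20 µM in the single-dose screen, limit read from the data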;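 note: 0% = DMSO wells and 100% = excess unlabeled CBFb competitor control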
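Reagent – Venus-CBFb binding partner, 100 nM · Assay system – Cerulean-tagged RUNX1 Runt domain (FRET donor) fusion protein · Input – 100 nM per protein · Incubation – two 1 h room-temperature incubations shielded from light · Measured by – FRET fluorescence · Medium – Tris buffer pH 7.5 with salts and BSA · Benchmarks – unlabeled CBFb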
* hit, by the source's call; . = no result given; & = joins results of further samples. A portion of the library; count on the stated rates, not on these rows.

SMILES	EP2 modulator	Hck-Nef inh	TNF death inh	L929 necroptosis	PGE2 EP2 inh	PERK inhibitor	Runt-SMMHC FRET	RBBP9 inh	Runt-CBFb FRET
Cc1c(N=Cc2ccc(-c3ccc(Cl)cc3)o2)c(=O)n(-c2ccccc2)n1C	8.8	6.7	-0.2	1.3	7.2	0.4	-6.5	5.0	-6.5
CN(C(=O)c1sc2nc(N3CCOCC3)c3c(c2c1N)CCCC3)c1ccccc1	-9.1	52.6*	-6.0	9.6	13.1	-0.3	7.4	-3.9	14.7
N#CCCn1cc(/C=N/N=C2\NC(=O)C(CC(=O)O)S2)c(-c2ccc(F)cc2)n1 (stereo not drawn)	7.0	-8.1	2.3	0.8	0.5	2.0	0.5	-9.5	1.4
COc1ccc(NC(=O)[C@H](CCS(C)(=O)=O)N2Cc3ccccc3C2=O)c(OC)c1	-1.9	5.5	0.1	-0.4	7.9	0.3	0.4	-2.8	2.2
Cc1ccc(C(=O)COC(=O)CSc2cccc3cccnc23)c(C)c1	.	-0.1	-3.1	-0.1	21.5	0.5	.	-2.7	.
Cc1cc(C)cc(Nc2ncc3c(n2)CC(c2ccco2)CC3=O)c1 (stereo not drawn)	26.9	1.7	-1.7	-0.8	10.7	-0.5	-11.5	-2.9	-13.0
Nc1ccc(-c2nc3cc([N+](=O)[O-])ccc3o2)cc1	-30.7	2.5	-4.2	3.7	6.6	-0.2	-3.1	-4.6	-0.2
Cn1c2ccccc2c(=O)c2c(=O)n(C3CCCCC3)c(-c3cccs3)nc21	-13.4	9.4	-1.4	0.2	15.8	-0.6	-7.1	4.2	-0.1
O=C(CCc1ccccc1)OCC(=O)c1cccc([N+](=O)[O-])c1	9.8	22.4	0.0	2.9	4.5	0.2	2.8	-9.9	0.8
COc1ccc(NC(=O)CSc2nncs2)cc1OC	32.3	1.7	-1.7	-0.1	4.8	0.7	0.4	-10.2	0.3
COc1ccc(C(=O)Nc2ccc(N3CCOCC3)cc2)cc1OC	25.4	0.0	-2.0	-1.0	5.0	0.2	2.6	-0.4	0.5
Cc1c(C(=O)N2CCCC(C)C2)sc2ncnc(N3CCCCC3C)c12 (stereo not drawn)	-52.6	-2.4	0.0	-0.6	5.4	-0.2	1.3	-8.8	-1.0
CCOC(=O)c1cc(C#N)c(Nc2ccccc2OC)nc1C(F)(F)F	9.2	3.2	2.6	1.3	11.0	-0.8	-2.3	-4.7	0.3
Cc1ccccc1C(=O)NNc1ccc(-c2csnn2)cc1	7.5	10.1	2.5	0.7	14.2	0.8	-5.3	5.2	0.9
CC1(c2ccccc2)NC(=O)N(CC(=O)N2CCOCC2)C1=O (stereo not drawn)	4.8	-0.3	-2.2	-0.5	6.2	0.9	-1.5	4.0	-1.6
c1ccc(Nc2nn[nH]n2)cc1	10.1	2.4	2.2	2.9	17.0	0.9	2.2	-9.2	-1.6
CCCCn1c(SCC(=O)NC(C)CC)nc2ccc(N3CCOCC3)cc2c1=O (stereo not drawn)	0.6	2.6	1.1	0.6	.	-0.7	-3.8	-2.9	0.3
O=C1CC(c2ccc(Cl)cc2)n2nc(NS(=O)(=O)c3ccc(F)cc3)nc2N1 (stereo not drawn)	-10.6	0.3	-1.4	0.6	18.7	1.0	-7.4	-0.3	3.5
Cc1ccc(S(=O)(=O)c2c(C)cc(C)nc2Oc2cccc(C(F)(F)F)c2)cc1	63.5*	-1.2	-3.5	0.0	13.1	1.2	-1.9	1.3	.
O=C(C1CCN(S(=O)(=O)N2CCOCC2)CC1)N1CCN(c2ccccc2)CC1	-2.7	2.6	-0.7	-0.2	13.2	-0.9	4.2	0.5	-0.9
CN(C)CCC(=O)N1c2ccccc2Sc2ccc(Cl)cc21	-21.7	14.7	3.4	-0.7	2.1	0.0	-3.8	1.3	1.0
CCc1c(C)c(C#N)c2nc3ccccc3n2c1NCCN(C)C	2.2	14.1	1.9	0.2	4.8	-1.3	26.1	-0.9	15.5
Cc1ccc(-c2cc(C(=O)NCCN3CCOCC3)no2)cc1	-7.1&-29.8	2.5	-2.5	-1.1	0.2&8.7	-0.1	-0.7	-8.2	1.3
Cn1c(=O)n(CC(N)=O)c2ccccc21	27.8	0.3	1.0	-0.1	9.2	1.3	-2.9	-3.2	0.7
Nc1c(C(=O)Nc2ccc(S(=O)(=O)N3CCCC3)cc2)sc2nc3ccc(OC(F)(F)F)cc3cc12	-15.2	4.3	4.2	1.3	13.5	0.1	-60.3	-3.2	22.1

Results in RBBP9 inh, for 3 of the compounds above:
| structure | RBBP9 inh |
| --- | --- |
| Cn1c2ccccc2c(=O)c2c(=O)n(C3CCCCC3)c(-c3cccs3)nc21 | 4.2 |
| O=C(CCc1ccccc1)OCC(=O)c1cccc([N+](=O)[O-])c1 | -9.9 |
| COc1ccc(NC(=O)CSc2nncs2)cc1OC | -10.2 |

Other records follow:
SMILES	EP2 modulator	Hck-Nef inh	TNF death inh	L929 necroptosis	PGE2 EP2 inh	PERK inhibitor	Runt-SMMHC FRET	RBBP9 inh	Runt-CBFb FRET
O=C1c2cccc3cccc(c23)C(=O)N1CCCSc1ncn[nH]1	-23.3	13.3	-0.1	17.7	9.1	-0.5	-0.1	-1.9	2.1
Cc1cccc(NC(=O)COC(=O)c2ccccc2-c2nc3ccccc3s2)c1C	-14.9	-2.6	-0.8	1.4	10.8	0.2	-6.3	6.7	0.0
O=C(NCc1ccccc1F)C1CCN(C(=O)NCc2ccccc2)CC1	10.4	-1.5	5.4	1.1	4.8	-0.6	-0.3	-0.1	-1.3
COc1cc2ncnc(NCc3cccs3)c2cc1OC	-6.2	56.8*	2.7	11.6	7.2	1.9	-1.3	-2.1	-1.4
COc1ccc(C2(C(=O)NCCN3CCOCC3)CCOCC2)cc1	15.2	2.7	0.1	0.7	9.1	0.9	2.6	1.1	1.3
CC12CCC(C(N)=O)(C1Br)C2(C)C (stereo not drawn)	12.2	1.9	1.2	0.9	6.8	0.7	-8.3	3.6	-3.3
CCOC(=O)N1CCN(C(=O)C2CCCN(c3nc4ccc(OCC)cc4s3)C2)CC1 (stereo not drawn)	2.7	-8.3	-1.3	-0.6	9.8	-1.1	-3.2	-6.3	-5.8
CC[C@@H](C)[C@H](NC(=O)OCc1ccccc1)c1nnc([C@@H](NC(=O)OCc2ccccc2)[C@@H](C)CC)o1	-1.1	21.1	2.8	0.1	8.5	.	-3.7	.	1.4
S=C(NCc1ccco1)Nc1ccc(Br)cc1Cl	-11.6	35.7	-3.3	0.1	12.2	0.8	1.7	-6.9	7.0
NC(=O)CC(O)c1cccc(Cl)c1 (stereo not drawn)	40.8	-0.6	0.7	2.3	.	0.7	0.9	3.2	-0.5
CC1CN(c2ccc([N+](=O)[O-])cc2C#N)CC(C)O1 (stereo not drawn)	-5.1	27.7	0.0	1.8	0.6	0.2	-6.0	1.8	6.1
CCOC(=O)c1cccc(Nc2ncnc3ccc(C)cc23)c1	-21.4	3.6	1.0	0.4	25.9	-0.8	-0.5	-6.8	-2.1
COc1ccc2c(c1)C(SCC(=O)NCCc1ccccc1)CC(C)(C)O2 (stereo not drawn)	4.2	-5.7	3.0	-1.6	.	-0.1	1.7	-0.5	-2.2
N#CC1=C2SCN(Cc3ccco3)CN2C(=O)CC1c1ccc(Cl)cc1 (stereo not drawn)	-9.2	-0.9	-0.4	-0.1	7.2	1.9	23.0	2.7	29.8
Cc1nc2ccccc2c(-c2ccccc2)c1CC(=O)O	-7.9	3.3	0.8	0.6	3.5	0.3	1.1	-7.9	-2.5
COc1ccc(C)cc1S(=O)(=O)N(CC(=O)Nc1cccc([N+](=O)[O-])c1)c1cc(C)cc(C)c1	43.9	2.1	-4.8	-0.2	3.5	1.1	1.7	-0.9	-0.6
CCc1ccc(N2CC(C(=O)Nc3cc(C)ccc3F)CC2=O)cc1 (stereo not drawn)	-39.6	1.2	0.9	3.7	2.2	1.9	-6.2	2.5	-2.5
COc1cc(SC)ccc1C(=O)NCCOc1ccccc1Cl	-16.5	0.2	-5.0	0.5	2.0	-1.7	-3.1	-8.0	-4.1
CCOc1ccc(CCNC(=O)c2cc3sccc3n2C)cc1OCC	-1.4	-0.1	2.2	3.6	.	-0.2	-0.8	-5.1	1.2
CCCc1nc(N2CCOCC2)c(C#N)c2c1CCCC2	42.5	1.8	-0.1	0.4	10.8	-1.2	-6.3	9.3	0.6
Cc1ccc(OCC(=O)Nc2oc(-c3ccccc3)c(-c3ccccc3)c2C#N)cc1	.	0.0	-0.1	0.3	12.1	0.2	.	-4.1	.
CC(=O)c1cccc(NC(=O)C2CCCC2)c1	-7.9	0.9	3.2	1.6	19.2	1.9	-0.6	7.8	-0.5
Cc1cccc(NC(=O)C2NC(=O)CC2c2ccccc2)c1C (stereo not drawn)	5.2	0.6	9.0	-0.3	8.1	0.0	-6.6	-2.4	0.7
CC(C)c1ccc(NC(=O)C(c2ccc3c(c2)OCO3)N2CCCCC2)cc1 (stereo not drawn)	-9.1	1.6	1.9	0.0	10.6	-0.6	3.1	-5.6	-2.2
COc1ccc2cc3c(N)nn(C(=O)C4CCC(C(C)(C)C)CC4)c3nc2c1 (stereo not drawn)	68.7*	-3.9	-0.4	.	13.5	0.8	-2.2	-11.4	-2.2
C/C(=N\NC(=O)c1c(Cl)c(C)nn1C)c1cccc(NC(=O)COc2ccccc2)c1	-7.0	1.4	-0.9	0.5	14.4	-0.3	1.9	-3.4	-1.2
O=C(Nc1ccc2c(c1)OCCO2)NC1(C(F)(F)F)Oc2ccccc2O1	-6.3	1.1	-9.7	22.7	4.3	0.2	-3.0	-5.7	10.1

Single records, from the list above.
`O=C(Nc1ccc2c(c1)OCCO2)NC1(C(F)(F)F)Oc2ccccc2O1` is entered as EP2 modulator = -6.3; Hck-Nef inh = 1.1; TNF death inh = -9.7; L929 necroptosis = 22.7; PGE2 EP2 inh = 4.3; PERK inhibitor = 0.2; Runt-SMMHC FRET = -3.0; RBBP9 inh = -5.7; Runt-CBFb FRET = 10.1
`N#CC1=C2SCN(Cc3ccco3)CN2C(=O)CC1c1ccc(Cl)cc1` (stereo not drawn) is entered as EP2 modulator = -9.2; Hck-Nef inh = -0.9; TNF death inh = -0.4; L929 necroptosis = -0.1; PGE2 EP2 inh = 7.2; PERK inhibitor = 1.9; Runt-SMMHC FRET = 23.0; RBBP9 inh = 2.7; Runt-CBFb FRET = 29.8
